Tb PGK inh – qHTS Assay to Find Inhibitors of Phosphoglycerate Kinase | actives 0.043% (n = 380,000) | PGK/GAPDH coupled, Kinase-Glo luminescence, 60 min | Phosphoglycerate kinase, glycosomal (Trypanosoma brucei brucei), P07378 | AID 602233, 2012 | Potency, µM (series often up to 57.5 µM), without a hit: top-dose activity change, negative = inhibition, usual class: inhibitors; also: potency is read from the fitted curve at half-maximal effect; % is scaled to controls: 0 for no effect and ±100 for the full control effect; nearly all actives have a fitted effect of over 60% in size
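Recombinant glycosomal PGK reaction used 1,3-bisphosphoglycerate generated in-well by GAPDH (100nM final) in 100mM TEA pH 7.6, 5mM MgCl2, 0.01% Tween-20. After 60 minutes at room temperature, ATP was read by Kinase-Glo Plus luminescence end-point.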
rTrxR1 inhibitor – qHTS Assay for Inhibitors of Mammalian Selenoprotein Thioredoxin Reductase 1 (TrxR1): qHTS; Thioredoxin reductase 1, cytoplasmic (Rattus norvegicus), O89049; recombinant rTrxR1, NADPH fluorescence consumption, selenite substrate; Potency, µM (highest dose often 114 µM), for inactives: at the highest dose activity change, negative = inhibition, hits mostly inhibitors; actives 1% (n = 390,000); AID 588453, 2011; also: potency is read from the fitted curve at half-maximal effect; % is scaled to controls: 0 for no effect and ±100 for the full control effect; nearly all actives have a fitted effect of over 65% in size
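Rat TrxR1 (90 nM in the dispensed reagent) was pre-reduced with 400 uM NADPH for 5 min at room temperature, then incubated with compound for 15 min. After 400 uM selenite was added, NADPH fluorescence (Ex 340/Em 450 nm) was followed for 8 min.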
HP1b binding inh – HTS for Inhibitors of HP1-beta Chromodomain Interactions with Methylated Histone Tails | Chromobox protein homolog 1 (Homo sapiens), P83916 | AID 540317, 2011 | AlphaScreen HP1-beta / biotin-H3K9me3 peptide binding | actives 0.56% (n = 390,000) | Potency, µM (doses to about 114 µM), inactives show top-dose activity change, negative = inhibition, most hits filed as inhibitors; also: potency is read from the fitted curve at half-maximal effect; nearly all actives have a fitted effect of over 70% in size; inactives centre near 23
Target sequence (P83916 whole entry, looked up): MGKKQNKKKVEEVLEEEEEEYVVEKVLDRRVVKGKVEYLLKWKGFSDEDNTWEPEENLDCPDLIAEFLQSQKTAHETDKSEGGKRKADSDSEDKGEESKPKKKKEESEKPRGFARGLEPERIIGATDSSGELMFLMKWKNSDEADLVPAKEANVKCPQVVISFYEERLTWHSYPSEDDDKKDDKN
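AlphaScreen: HP1-beta (50 nM) preformed 30 min with biotin-H3(1-18)K9me3 peptide (50 nM) in PBS pH 7.4, 0.01% Tween-20. Compound added for 30 min at RT, then streptavidin donor/nickel chelate acceptor beads (10 ug/mL) for 30 min.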
Pin1 inhibitor – qHTS Assay to Find Inhibitors of Pin1. actives 0.009% (n = 390,000). AID 504891, 2011. Pin1 FP peptide displacement, HiFluor488, 10 min. Potency, µM (titrated, usually from 115 µM), without a hit: at the top dose activity, negative = inhibition, hits mostly inhibitors; active = well fitted inhibition curve with a large enough effect in the polarisation, with a control signal flat, not every such curve was filed as active; inconclusive = small, poorly fitted or top-dose-only effect, or effect the other way, or a change in a side signal; inactive = no such curve, though single readings can be large or run the other way; the % refers to the polarisation; also: potency is read from the fitted curve at half-maximal effect; % is scaled to controls: 0 for no effect and ±100 for the full control effect
TrxR1 substrate – qHTS Assay for Substrates of Mammalian Selenoprotein Thioredoxin Reductase 1 (TrxR1): qHTS. Potency, µM (series often up to 114 µM), without a hit: top-dose activity change, negative = substrate turnover. purified TrxR1 substrate turnover, NADPH consumption readout. actives 0.01% (n = 390,000). AID 588456, 2011; also: potency is read from the fitted curve at half-maximal effect; % is scaled to controls: 0 for no effect and ±100 for the full control effect; nearly all actives have a fitted effect of over 50% in size
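Rat TrxR1, dispensed at 90 nM, was prereduced with 400 uM NADPH (final) for 5 min at ~22 deg C, then incubated with compound 15 min before 400 uM selenite. A first-read NADPH fluorescence drop versus no-compound background flagged substrates.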
GLS inh – qHTS for Inhibitors of Glutaminase (GLS); Glutaminase kidney isoform, mitochondrial (Homo sapiens), O94925; Potency, µM (series often up to 45.5 µM), for inactives: at the highest dose activity change, negative = inhibition, hits mostly inhibitors; actives 0.21% (n = 410,000); GLS enzymatic activity, qHTS titration; AID 624170, 2012; also: potency is read from the fitted curve at half-maximal effect; % is scaled to controls: 0 for no effect and ±100 for the full control effect
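Glutamate formation by hKGA was monitored fluorometrically using coupled glutamate oxidase, HRP and Amplex Red. Substrate was added as 1 mM L-glutamine solution; incubation was 30 min at RT after an initial read.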
mIDH1 inhibitor – qHTS for Inhibitors of mutant isocitrate dehydrogenase 1 (IDH1): qHTS; IDH1-R132H enzyme, NADPH consumption, diaphorase/resazurin fluorescence; Potency, µM (highest dose often 76.6 µM), for inactives: at the highest dose activity change, negative = inhibition, actives largely listed as inhibitors; actives 0.093% (n = 390,000); also: potency is read from the fitted curve at half-maximal effect; % is scaled to controls: 0 for no effect and ±100 for the full control effect; nearly all actives have a fitted effect of over 65% in size
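IDH1-R132H (0.5 ug/mL dispensed) in pH 7.5 Tris buffer was preincubated 30 min with compound, then given a substrate mix of 0.016 mM NADPH and 2 mM alpha-KG for 80 min at room temperature; remaining NADPH was read by diaphorase/resazurin fluorescence.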
USP1 inh – Inhibitors of USP1/UAF1: Primary Screen; Ubiquitin carboxyl-terminal hydrolase 1 (Homo sapiens), O94782; recombinant USP1/UAF1, Ub-Rhodamine cleavage fluorescence; Potency, µM (highest dose often 57.1 µM), for the others: at the highest dose activity change, negative = inhibition, hits mostly inhibitors; actives 0.23% (n = 390,000); AID 743255, 2014; also: potency is read from the fitted curve at half-maximal effect; % is scaled to controls: 0 for no effect and ±100 for the full control effect; nearly all actives have a fitted effect of over 60% in size; inactives centre near -12
Target sequence (O94782 whole entry, looked up): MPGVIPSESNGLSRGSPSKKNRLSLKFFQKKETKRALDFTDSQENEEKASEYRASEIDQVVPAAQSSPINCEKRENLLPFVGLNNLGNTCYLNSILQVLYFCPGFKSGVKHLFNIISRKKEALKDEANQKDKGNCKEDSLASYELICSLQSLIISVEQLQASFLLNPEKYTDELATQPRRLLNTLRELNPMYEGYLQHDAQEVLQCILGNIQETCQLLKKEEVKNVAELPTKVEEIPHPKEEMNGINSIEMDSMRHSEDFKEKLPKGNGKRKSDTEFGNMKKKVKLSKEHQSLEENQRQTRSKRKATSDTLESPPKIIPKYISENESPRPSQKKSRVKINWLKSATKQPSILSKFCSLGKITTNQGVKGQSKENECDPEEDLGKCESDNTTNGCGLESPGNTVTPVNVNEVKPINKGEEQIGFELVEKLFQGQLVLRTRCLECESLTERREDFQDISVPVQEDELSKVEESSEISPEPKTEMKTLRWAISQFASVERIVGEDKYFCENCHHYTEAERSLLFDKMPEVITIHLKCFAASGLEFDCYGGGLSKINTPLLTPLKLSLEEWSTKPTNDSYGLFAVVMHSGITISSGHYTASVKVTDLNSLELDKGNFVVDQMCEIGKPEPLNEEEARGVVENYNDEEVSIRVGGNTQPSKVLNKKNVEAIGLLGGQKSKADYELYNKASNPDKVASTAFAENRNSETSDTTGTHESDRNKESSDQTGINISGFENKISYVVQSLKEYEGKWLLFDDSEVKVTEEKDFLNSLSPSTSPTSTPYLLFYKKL
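1 nM enzyme complex + cpd, 15 min RT; start with Ub-Rho 150nM final; kinetic fluorescence ex 480/em 540, 6 reads q60 s. Buffer 50mM HEPES pH 7.8, 0.5mM EDTA, 0.1 mg/ml BSA, 1mM TCEP, 0.01% Tween-20.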
PI4K2A block – qHTS for small molecular inhibitors of PI4K2A. Phosphatidylinositol 4-kinase type 2-alpha (Homo sapiens), Q9BTU6. purified PI4K2A, ADP-Glo luminescence, 1 h; hits give low values. activity change, negative = inhibition, % at 76.9 µM. actives 0.13% (n = 420,000); in the data active = activity change below about -50%; inconclusive = mostly about -30% to -49%;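 also: -100% = wells without enzyme as full effect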
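PI4K2A activity was measured by ADP-Glo luminescence: enzyme (4 ug/mL stock) and phosphatidylinositol (1.2 mM stock) in Tris pH 7.5/MgCl2/EGTA/Triton X-100 buffer were reacted with ATP (300 microM stock) for one hour at ambient temperature.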
The depositor's hits bear a star; i = inactive; ? = inconclusive; / = not tested or not shown; [ ] = dose if it differs, or a comment. Unless noted, calls follow the shape of the dose curve; as a rule, active = well fitted curve in the direction sought with a large enough effect; inconclusive = small, poorly fitted or top-dose-only effect, or another doubt; inactive = no such curve, though single readings can be large; an effect the other way counts as inactive or inconclusive. Some of the compounds tested (hit frequency here may not be typical).

The first 3 records as a preview:
Results follow in this order: Tb PGK inh, rTrxR1 inhibitor, HP1b binding inh, Pin1 inhibitor, TrxR1 substrate, GLS inh, mIDH1 inhibitor, USP1 inh, PI4K2A block
[1] Cc1cc(C(=O)NC(C)CCc2ccccc2)ccc1[N+](=O)[O-] (centres undefined)
  1%, 3%, 21%, -3%, -12%, -1%, -6%, -10%, 12
[2] COc1ccc(Nc2nnc(-c3ccccc3)c3ccccc23)cc1C(=O)N1CCCCC1
  0%, 5%, 28%, 5%, -5%, 0%, -15%, -21%, 2
[3] O=C(NCCc1ccc(Cl)cc1)C1CCC(=O)N1Cc1ccc(F)cc1 (centres undefined)
  -5%, 17%, 20%, 0%, 1%, 5%, -7%, -1%, 5

Results, repeating the preview:
Results follow in this order: Tb PGK inh, rTrxR1 inhibitor, HP1b binding inh, Pin1 inhibitor, TrxR1 substrate, GLS inh, mIDH1 inhibitor, USP1 inh, PI4K2A block
[1] Cc1cc(C(=O)NC(C)CCc2ccccc2)ccc1[N+](=O)[O-] (centres undefined)
  1%, 3%, 21%, -3%, -12%, -1%, -6%, -10%, 12
[2] COc1ccc(Nc2nnc(-c3ccccc3)c3ccccc23)cc1C(=O)N1CCCCC1
  0%, 5%, 28%, 5%, -5%, 0%, -15%, -21%, 2
[3] O=C(NCCc1ccc(Cl)cc1)C1CCC(=O)N1Cc1ccc(F)cc1 (centres undefined)
  -5%, 17%, 20%, 0%, 1%, 5%, -7%, -1%, 5
[4] CC(=O)C(Cc1ccccc1)NC(=O)CN(C)Cc1ccccc1Cl (centres undefined)
  -12%, -20%, 44%[activator], -1%, -11%, -5%, 0%, ?, 0
[5] CN(C(=O)COC(=O)c1cc2c(s1)CCCCC2)C1CCS(=O)(=O)C1 (centres undefined)
  -11%, 2%, 23%, -5%, -4%, 0%, 2%, -20%, -4
[6] CCOc1ccc(C2c3c(-c4cc(C)ccc4O)n[nH]c3C(=O)N2Cc2cccnc2)cc1OCC (centres undefined)
  i, 14%, 57%[activator], 6%, -1%, -5%, ?, -16%, -3
[7] CC(C)(C)c1nnc(NC(=S)Nc2ccccc2)s1
  -2%, ?, -3%, 12%, -2%[57.1 µM], -2%, -3%, -16%, 2
[8] O=C(CNC(=O)c1ccco1)OC(C(=O)c1ccccc1)c1ccccc1 (centres undefined)
  -2%, 0%[57.1 µM], 36%, 9%, -10%[57.1 µM], -9%, 1%, -23%, -17
[9] COCCN(CCOC)C(=O)c1c[nH]c2ccc(S(=O)(=O)N(C)c3ccc(F)cc3)cc2c1=O
  -7%, -4%[57.1 µM], 8%, -1%, 6%[57.1 µM], -1%, -10%, -14%, 12
[10] CN1CCN(C(=O)c2cnn(-c3cccc(F)c3)c2C2CCN(C(=O)OC(C)(C)C)CC2)CC1
  i, -3%, 5%, -5%, -3%, -10%, -9%, -13%, 1
[11] CCC1=Nc2cc(C(=O)NCCN(CC)CC)ccc2Sc2ccccc21
  -10%, -1%, 12%, 1%, -4%, 5%, -8%, -26%, -2
[12] CNC(=O)c1cc2c(=O)n3cc(C)ccc3nc2n(C(C)C)c1=N
  -2%, ?, 36%, 6%, /, 2%, 7%, -13%, 3
[13] Cc1ccc(Cn2c(N3CCCCCC3)nc3c2c(=O)[nH]c(=O)n3C)cc1
  7%, 15%[57.1 µM], 28%, 2%, 10%[57.1 µM], 14%, 13%, -2%, 6
[14] CC(C)c1ccc(NC(=O)CSc2n[nH]c(=O)n2Cc2ccco2)cc1
  -13%, 14%, 25%, -4%, -4%, -3%, -4%, -13%, 1
[15] CCC(=O)Nc1ccc(NC(=O)CSc2nnc(-c3ccco3)n2C)cc1
  i, 24%[57.1 µM], 16%, -2%, 10%[57.1 µM], -2%, 4%, -12%, 4
[16] O=C(CNC(=S)N(CCCN1CCOCC1)Cc1cccs1)NC1CC1
  6%, 5%[57.1 µM], 16%, 3%, 11%[57.1 µM], 5%, 9%, -8%, 2
[17] Cc1coc2cc3oc(=O)c(CCC(=O)N4CCC(C(=O)O)(c5ccccc5)CC4)c(C)c3cc12
  -4%, -3%, 41%[activator], 4%, 18%, 7%, -6%, -18%, 2
[18] CCOC(=O)N1CCN(CC(O)c2c[nH]c3ccccc23)CC1 (centres undefined)
  -2%, 25%[57.1 µM], 14%, 20%, 20%[57.1 µM], -3%, 7%, -11%, -10
[19] O=C(Cn1c(=O)oc2ccccc21)Nc1n[nH]c(=S)s1
  i, ?, ?, -3%, 1%, -17%, -1%, -19%, 3
[20] CCN(c1ccccc1)S(=O)(=O)c1ccc(Cl)c(C(=O)N2CCCC2)c1
  i, 3%, 49%[activator], 0%, -2%, 1%, -8%, -4%, 2
[21] CCOC(=O)c1cc(C)n(-c2c(C)n(C)n(-c3ccccc3)c2=O)c1C
  -8%, 36%, -10%, 0%, 15%, 14%, 4%, -7%, -1
[22] COCCN1CCC(CNCc2c(C(=O)N3CCCCC3)nc3c(C)cccn23)C1 (centres undefined)
  -6%, 0%, 18%[57 µM], -17%, 0%, 10%, -2%, -22%, 2
[23] CC(=O)N(Cc1cccnc1)Cc1cc2ccc(C)cc2[nH]c1=O
  0%, -2%[57.1 µM], 59%[activator], -5%, 4%[57.1 µM], -10%, -1%, -8%, 2
[24] Cc1c(Cl)cccc1NC(=O)[C@@H](NC(=O)c1ccccc1Cl)C(C)C
  -4%, 28%, 12%, -8%, 2%, 1%, -9%, -15%, 0
[25] Cc1cc(Br)ccc1SCC(=O)OCC(=O)Nc1ncc(C(F)(F)F)cc1Cl
  -6%, -7%, 21%, 10%, -4%, -7%, 5%, -20%, -2
[26] O=C(Nc1ccon1)Nc1ccc(Cl)cc1Cl
  -1%, 19%, 19%, 5%, -1%, -7%, 3%, -6%, -4
[27] CC1CCCC(NC(=O)C2CCC(CNc3c(N4CCCC4)c(=O)c3=O)CC2)C1C (centres undefined)
  -3%, 27%, 36%, 7%, -7%, 25%, -6%, -12%, 1
[28] NC(=O)c1c(NC(=O)c2cnccn2)sc2c1CCCC2
  -4%, 10%[57.1 µM], 25%, 66%[activator], 0%, -5%, -1%, -8%, -6
[29] Cc1cccc2cc(C#N)c(SCC(=O)Nc3ccccc3N3CCOCC3)nc12
  7%, 6%, 44%, 34%[activator], 1%, 1%, -5%, 2%, 12
[30] Cc1cc(C)nc(-n2ncc(C#N)c2N)n1
  -3%, 19%, 37%, 2%, 6%, -8%, 0%, -8%, 4
[31] COC(=O)c1cnn2c3c(c(C)nc12)CCCC3
  -2%, 41%[activator], 20%, 1%, 326%[activator], -2%, 5%, -6%, 1
[32] CCOC(=O)c1sc(NC(=O)c2cc(CC)on2)c(C(=O)OCC)c1C
  -4%, -5%, 50%[activator], -11%, 6%, 0%, 0%, -13%, 0
[33] C=CCn1c(N)c(C(=O)N2CCOCC2)sc1=S
  -7%, 22%, -27%, -2%, -1%, -1%, 4%, -1%, -4
[34] O=C(CN1CCN(c2ccccn2)CC1)Nc1ccccc1C(=O)Nc1ccccc1
  -4%, 5%[57.1 µM], -3%, ?, 0%[57.1 µM], 1%, -1%, -1%, -1
[35] Cc1ccc(S(=O)(=O)NCCNC(=O)c2nonc2N)cc1
  -13%, 1%, 36%, -6%, 4%, 2%, -3%, -21%, -6
[36] CC(=O)c1cccc(NC(=O)CN(c2ccc(C)cc2)S(=O)(=O)c2cccc3nonc23)c1
  -8%, -4%, -2%, 65%[activator], -8%, 1%, 0%, -10%, 2
[37] N#Cc1ccc(C2N=C(c3ccccc3)NO2)cc1 (centres undefined)
  6%, 17%[57.1 µM], 45%[activator], 3%, 8%[57.1 µM], ?, 1%, -10%, 1
[38] C=CCN(CC=C)c1nc2ccccc2nc1C(C#N)C(=O)OCCOC (centres undefined)
  1%, -8%[57.1 µM], 36%, ?, 12%[57.1 µM], 11%, 3%, -22%, -3
[39] CC(C)(C)c1ccc(/C=N/NC(=S)NC2CCCCC2)cc1
  4%, 2%, 9%, -6%, -7%, 4%, -2%, -3%, 0
[40] C/C=N\NC(=O)CNC(=O)CNC(=O)c1ccccc1
  -2%, 28%[57.1 µM], ?, -1%, 8%[57.1 µM], 1%, -2%, 4%, -4
[41] CC(O)CNCc1ccc(-c2ccccc2)cc1 (centres undefined)
  /, 27%, 9%, -1%, 11%, -4%, 1%, -7%, 0

Screening results as filed in PubChem BioAssay.
